# Source: PubChem
# ERK EGF inh = EGF-driven ERK pathway inhibition. Potency, µM (titrated, usually from 11.5 µM), for the others: at the highest dose activity change, negative = inhibition, actives largely listed as inhibitors. 0.41% of 130,000 active. HEK293-V1b, EGF-stimulated phospho-ERK AlphaScreen; active = well fitted inhibition curve with a large enough effect; inconclusive = small, poorly fitted or top-dose-only effect, or effect the other way;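 note: plate controls were stimulated vehicle wells for no effect and unstimulated vehicle basal for full effect; nearly all actives have a fitted effect of over 55% in size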
#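 In this qHTS, HEK293 cells with stable type-1 vasopressin (V1b) receptor were exposed to compound at 37C for 30 min, stimulated 5 min with EGF at 25 nM, lysed, and probed for phospho-ERK by AlphaScreen.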
# An asterisk follows results filed as active; ? = inconclusive; & = joins results of further samples; [ ] = remark or other dose. Potency is the fitted concentration of half-maximal effect. Not all compounds are listed; the hit share may differ from the screen's.
Molecule	ERK EGF inh
CN(C)NC(=O)c1ccc([N+](=O)[O-])s1	-12%[57.5 µM]
Cc1c(-c2cccc(NC(=O)c3cccs3)c2)nc2ncccn12	9%
Cc1nn(-c2ccccc2)c(Cl)c1/C=N/NC(=O)c1ccccc1NS(=O)(=O)c1cccs1	11%
Cc1oc(-c2ccc(Cl)cc2)cc1C(=O)/C(C#N)=C/Nc1cccc(OC(F)(F)F)c1	-7%[57.5 µM]
CC(C)Cn1c(N)c(C(=O)COC(=O)c2cc(C(F)(F)F)nc3ccccc23)c(=O)n(C)c1=O	?
Cc1ccc(O)c(C(=O)/C=C/c2ccc3c(c2)OCCO3)c1	?
COc1ccc(C2CC(c3cccs3)=NN2S(C)(=O)=O)cc1 (configuration not stated)	?
O=C(COC(=O)/C=C/c1ccco1)Nc1ncc(Cl)cc1Cl	7%
Cc1nn(Cc2ccccc2)c(Cl)c1/C=C/C(=O)OCC(=O)N(C)C1CCS(=O)(=O)C1 (configuration not stated)	1%
CCCCCCCCc1nc(SCC(C)=O)n[nH]1	6%[57.5 µM]
COc1ccc(C2/C=C\CN(C(=O)CC(C)(C)C)CC(=O)N2Cc2ccc(F)cc2)cc1 (configuration not stated)	-4%[57.5 µM]
CCN(C(=O)COC(=O)/C=C/c1ccc(S(=O)(=O)N2CCc3ccccc32)cc1)C1CCS(=O)(=O)C1 (configuration not stated)	-1%
COc1ccc(Cl)cc1NC(=O)c1cc(-c2ccccc2O)n[nH]1	-4%
CCOC(=O)c1sc(-c2ccc(Cl)cc2Cl)nc1O	-10%[57.5 µM]
Cc1onc(-c2ccccc2Cl)c1C(=O)Nc1ccc(S(=O)(=O)Nc2nccs2)cc1	29%
COc1ccc(NC(=S)N(CCc2c(C)[nH]c3ccc(C)cc23)Cc2cccs2)cc1	-6%
O=C(COc1c(Br)cc(Br)c2cccnc12)N1CCCCC1	-7%
Nc1nc(-c2ccc3ccccc3c2)cs1	11%
O=C(Nc1ccc(S(=O)(=O)Nc2ncccn2)cc1)c1ccc(Br)o1	7%
Cn1nnnc1SCC1=C(C(=O)O)N2C(=O)C(NC(=O)Cn3nc(C(F)F)cc3C3CC3)C2SC1 (configuration not stated)	-12%
COc1ccc2cc(-c3[nH]ncc3CN3CCCCO3)ccc2c1	?
O=C(OC(C(=O)Nc1ccc([N+](=O)[O-])cc1Br)c1ccccc1)c1ccccc1 (configuration not stated)	-2%
COc1ccccc1NC(=O)Nc1cc(C(C)C)ccc1C	12%[57.5 µM]
CCc1cccc(CN2CCC(CNC(=O)Nc3ccc(Cl)cc3)CC2)c1	-1%
CC(C)c1ccc(NC(=O)CSc2n[nH]c(=O)n2Cc2ccco2)cc1	2%[57.5 µM]

# The last 4 compounds of the part before are carried over, then new ones follow:
Molecule	ERK EGF inh
O=C(OC(C(=O)Nc1ccc([N+](=O)[O-])cc1Br)c1ccccc1)c1ccccc1 (configuration not stated)	-2%
COc1ccccc1NC(=O)Nc1cc(C(C)C)ccc1C	12%[57.5 µM]
CCc1cccc(CN2CCC(CNC(=O)Nc3ccc(Cl)cc3)CC2)c1	-1%
CC(C)c1ccc(NC(=O)CSc2n[nH]c(=O)n2Cc2ccco2)cc1	2%[57.5 µM]
COCC1CCCN(Cc2nc(C(c3ccccc3)c3ccccc3)no2)C1 (configuration not stated)	1%
CC(=O)NCC(=O)NC(Cc1ccccc1)C(N)=O (configuration not stated)	3%
CC1CCN(c2nc3c(cc2C#N)COC(C)(C)C3)CC1	-5%
COc1ccccc1NC(=O)CCn1c(=O)sc2ccccc21	-6%
COc1ccc(NC(=S)NCc2ccc(S(N)(=O)=O)cc2)cc1OC	3%
CCOC(=O)N1CCN(C(=O)c2ccc(Oc3ccc([N+](=O)[O-])cc3)cc2)CC1	4%
COC(=O)COc1c(Cl)cc(Cl)c2ccc(C)nc12	-4%
CN(C(=O)c1ccc(C#N)cc1)c1nnc(-c2cnccn2)s1	-6%[57.5 µM]
CCC(COC)NCc1cn(-c2ccc(F)cc2F)nc1-c1ccccc1C (configuration not stated)	-29%
Cc1cccc2c(Cl)cc(=O)[nH]c12	4%
FC(F)(F)c1cccc(N2CCC(N=CN3CCCCCC3)=N2)c1	-1%[57.5 µM]
COc1cccc(CNCc2cccc(Br)c2)c1OC	-6%
NC(CO)C(=O)NNCc1ccc(O)c(O)c1O (configuration not stated)	23%&7%
COc1ccccc1NC(=O)C1CCC(CNc2c(N3CCCCC3)c(=O)c2=O)CC1 (configuration not stated)	19%[57.5 µM]
CC(=O)c1ccc(NC(=O)Nc2ccc([N+](=O)[O-])cc2C)cc1	?
Clc1ccc(-c2nnc(SCc3nc4ccccc4s3)o2)cc1	0%
COc1cccc(/C=N/NC(=O)c2cccs2)c1	-4%[57.5 µM]
CC(=O)c1cn(-c2ccc(Cl)cc2)c(=O)n(Cc2ccc(F)cc2)c1=O	-11%
CC(C)c1nc2sc3c(=O)[nH]c(=S)[nH]c3c2c2c1CCCC2	4%[57.5 µM]
Cc1cc(NCc2ccccn2)n2nc(C)c(-c3ccc(Cl)cc3)c2n1	?
O=[N+]([O-])c1ccc(NCc2ccc(Cl)cc2)nc1	-19%[57.5 µM]
O=c1[nH]ncc(N/N=C\c2ccc(O)cc2O)c1Cl	3%
CC(C)(C)NC(=O)CSCc1ccc(Br)cc1	-1%
COCCNC(=O)CN1CCCCCC1	-6%
Cn1nc([N+](=O)[O-])c(C(C#N)c2nc3ccccc3n2C)c(Cl)c1=O (configuration not stated)	?

# Some of the entries so far, with each value named.
> CC(=O)NCC(=O)NC(Cc1ccccc1)C(N)=O (configuration not stated)
  ERK EGF inh = 3%

> CC1CCN(c2nc3c(cc2C#N)COC(C)(C)C3)CC1
  ERK EGF inh = -5%

> COc1ccccc1NC(=O)CCn1c(=O)sc2ccccc21
  ERK EGF inh = -6%

> COc1ccc(NC(=S)NCc2ccc(S(N)(=O)=O)cc2)cc1OC
  ERK EGF inh = 3%

# Next records
Molecule	ERK EGF inh
CSc1nnc(-c2sccc2-n2cccc2)o1	-5%
COc1ccc(N2CCN(c3nc(Cl)nc(N4CCOCC4)n3)CC2)cc1	1%
Cc1cc(C(=O)OCC(=O)NCc2ccco2)c(C)o1	4%
COc1ccc(-c2c(C(F)(F)F)oc3cc(OCC(=O)Nc4ccccc4C(F)(F)F)ccc3c2=O)cc1OC	4%
C=CCn1c(O)c(C=Nc2ccccc2)sc1=S	-4%
Cc1cccc(C)c1NC(=S)NCCc1ccccn1	10%
O=C(Nc1c(C(=O)N2CCCC2)cnn1-c1ccccc1)c1cccc(F)c1	4%
Clc1ccc(CNc2nc(CN3CCOCC3)nc3scc(-c4ccccc4)c23)cc1	7%
Cc1cc(C)c(C(=O)Nc2cccc(F)c2)c(Cl)n1	-4%
CCCc1cc(=O)[nH]c(SCC(=O)Nc2ccc(C)cc2)n1	-26%
O=C(O)CCCCC1SCC2NC(=O)NC21 (configuration not stated)	18%
CC(C)(C)NC(=O)C(c1ccncc1)N(C(=O)Cn1nnc(-c2ccc(F)cc2)n1)c1ccccc1 (configuration not stated)	0%
CCOC(=O)C(=O)N1CCN(CC)CC1	-9%
CNC(=S)N/N=C/c1cn(Cc2ccc(C)cc2)c2ccccc12	7%
Cn1nc(-c2ccccc2)cc1NC(=O)Nc1ccccc1F	-11%[57.5 µM]
Cn1cc(C=O)c2cc(F)ccc21	-11%
Cc1ccc(Sc2ccc(C(=O)N(C)C)cc2[N+](=O)[O-])cc1	-8%
O=C(CSc1ncc(C(=O)O)n1-c1ccc(F)cc1)NCc1ccc2c(c1)OCO2	?
CSc1ccccc1NC(=O)COC(=O)c1ccc(O)cc1	8%
COC(=O)CN1C(c2ccc(Cl)cc2)=Nc2ccc(Cl)cc2C1c1ccccc1 (configuration not stated)	-3%
O=C(Nc1ccc(N2CCOCC2)cc1)c1cc(F)c(F)cc1Cl	-7%
CCCCCC1CCC(c2ccc(/C(N)=N/O)cc2)CC1 (configuration not stated)	1%[57.5 µM]
CO/N=C(/C(=O)NC1C(=O)N2C(C(=O)O)=C(CSc3nc(=O)c(O)nn3C)CSC12)c1csc(N)n1 (configuration not stated)	9%&2%
Fc1ccc(-c2csc(NC3=NCCC3)n2)cc1	2%
CN(Cc1cccnc1)C(=O)CC1C(=O)NCCN1CC(c1ccccc1)c1ccccc1 (configuration not stated)	7%

# Looked up by structure from above, 6 records:
Molecule	ERK EGF inh
O=c1[nH]ncc(N/N=C\c2ccc(O)cc2O)c1Cl	3%
COC(=O)COc1c(Cl)cc(Cl)c2ccc(C)nc12	-4%
Clc1ccc(CNc2nc(CN3CCOCC3)nc3scc(-c4ccccc4)c23)cc1	7%
CC(=O)NCC(=O)NC(Cc1ccccc1)C(N)=O (configuration not stated)	3%
Cc1cc(C(=O)OCC(=O)NCc2ccco2)c(C)o1	4%
FC(F)(F)c1cccc(N2CCC(N=CN3CCCCCC3)=N2)c1	-1%[57.5 µM]

# Further compounds
Molecule	ERK EGF inh
Nc1nc2c(nc(Br)n2[C@@H]2O[C@H]3COP(=O)(O)O[C@H]3[C@@H]2O)c(=O)[nH]1	-9%
CC(=O)N1C(=O)CC(C)N(C(C)=O)c2ccc([N+](=O)[O-])cc21 (configuration not stated)	-10%
CC1(C)N=C(N)N=C(N)N1c1cccc(CN)c1	-8%[57.5 µM]
COc1ccc(-c2ccnc(SCC(=O)N3CCOCC3)n2)cc1	0%
O=C(NCCc1c[nH]c2ccccc12)c1cnccn1	-3%
COc1ccc(NCC(=O)N/N=C2\CCc3ccccc32)cc1	-4%
CCCC(=O)OCC(=O)c1[nH]c(C)c(C(C)=O)c1C	-2%
CCc1ccc(/C=N/NC(=O)c2cc(-c3ccncc3)nc3ccccc23)s1	-10%
COCCn1c(C)cc(C(=O)CSc2nc(C)c(C)c(C)n2)c1C	-5%
Cc1cccc(Nc2nc3c(S(=O)(=O)c4ccccc4)nnn3c3ccccc23)c1	-3%
CCn1cc(/C=N\NC(=O)c2ccccc2Cl)cn1	-4%
CCC1(C)SC(N)=NN1C(C)=O (configuration not stated)	-7%
COc1ccc(NC(=O)c2ccc(-c3nn(C)c(=O)c4ccccc34)cc2)cc1C(N)=O	3%[57.5 µM]
COc1ccc(OCC(=O)NC(=S)Nc2ccccc2F)cc1	2%
CC1(c2ccccc2)NC(=O)N(N)C1=O (configuration not stated)	0%
O=C(CSc1nnc(-c2cccs2)o1)Nc1cccc(S(=O)(=O)N2CCCCC2)c1	-6%
c1ccc(C(c2ccccn2)c2ccccn2)cc1	3%
COc1ccccc1OCC(=O)Nc1ccc2c(c1)C(=O)N(CC1CCCO1)C2=O (configuration not stated)	-2%
O=c1[nH]c(Cc2ccccc2Cl)nc2ccccc12	-1%
CC(C)CC(=O)NC(c1ccccc1Cl)c1c(O)ccc2ccccc12 (configuration not stated)	2%
COc1cc(CNCCNC(=O)c2nonc2N)ccc1OCc1ccc(Cl)nc1	3%
O=C(NCCc1c[nH]c2ccc(Cl)cc12)c1ccc([N+](=O)[O-])cc1	0%[57.5 µM]
Cc1ccc(C(=O)N(C)c2ccc(OCC(=O)N3c4ccc(C)cc4C4CN(C)CCC43)cc2)cc1 (configuration not stated)	?
Cc1ccsc1C(=O)NCCC(c1ccccc1)c1ccccc1	-3%
O=C(O)/C=C/C(=O)Nc1ccc(O)cc1	-6%[57.5 µM]
C/C(=N\Nc1nc2ccccc2[nH]1)c1ccc(N2CCOCC2)cc1	?
CCOc1cc(/C=N/NC(=O)C(=O)NCCCOC(C)C)cc(Br)c1O	2%
C#CCn1c(=NC(=O)c2ccc(S(=O)(=O)N3CCc4ccccc4C3)cc2)sc2cc(S(N)(=O)=O)ccc21	-5%
Cc1cc(C)nc(NC(=O)c2c(Cl)cccc2Cl)n1	-7%
COCCNC(=O)C(C)N1c2cccc3cccc(c23)S1(=O)=O (configuration not stated)	-1%
COc1ccc(NC(=O)C(=O)N/N=C(\C)CC(=O)Nc2cc(C)ccn2)c(OC)c1	3%[57.5 µM]
Cc1onc(-c2c(Cl)cccc2Cl)c1NC(=O)NN(C)c1ccc([N+](=O)[O-])cn1	-3%[57.5 µM]
CC(C)CCN(C(=S)NC(=O)C1CCCCC1)c1c(N)n(Cc2ccccc2)c(=O)[nH]c1=O	0%
CNC(=O)NC(=O)COC(=O)c1ccccc1OCc1ccccc1	6%
Cc1cc(C)n(CC(=O)O)n1	-3%
Cc1sc(/C=C2\C(=O)ON=C2c2ccccc2)cc1Br	0%
CC(=O)Cc1nsc(NC(=O)c2ccc(Cl)cc2Cl)n1	-10%
Cn1cccc1/C=N/NC(=O)Cc1cccs1	7%[57.5 µM]
N=c1ccn2c(n1)OCC1C2O[C@@H](O)[C@H]1O (some centres not stated)	0%
CN1[C@H]2CC(OC(=O)[C@@H](CO)c3ccccc3)C[C@H]1[C@H]1O[C@H]12 (some centres not stated)	9%[25.7 µM]
C/C(=N\O)c1oc2ccc3c(C)cc(=O)oc3c2c1C	3%[57.5 µM]
O=C1NC(NS(=O)(=O)c2ccc(Cl)cc2)(C(F)(F)F)C(=O)N1Cc1cccnc1 (configuration not stated)	11%
CCCn1c(CCC(=O)O)nc2cc(S(N)(=O)=O)ccc21	4%[57.5 µM]
COc1ccc(C(=O)NCC(=O)N/N=C/C(C)=C/c2ccccc2)cc1OC	-1%
Cc1cc(C(=O)COC(=O)CC2Sc3ccccc3NC2=O)c(C)n1-c1cccc(C(F)(F)F)c1 (configuration not stated)	5%
